Screening data (PubChem BioAssay)
GLS inhibitor = glutaminase GLS (human) inhibition. Potency, µM (titrated, usually from 45.5 µM), inactives show at the top dose activity change, negative = inhibition, hits mostly inhibitors. GLS enzymatic activity, qHTS titration. 410,000 compounds, 0.21% hits; also: potency is read from the fitted curve at half-maximal effect; % is scaled to controls: 0 for no effect and ±100 for the full control effect
Target sequence (O94925 whole entry, looked up): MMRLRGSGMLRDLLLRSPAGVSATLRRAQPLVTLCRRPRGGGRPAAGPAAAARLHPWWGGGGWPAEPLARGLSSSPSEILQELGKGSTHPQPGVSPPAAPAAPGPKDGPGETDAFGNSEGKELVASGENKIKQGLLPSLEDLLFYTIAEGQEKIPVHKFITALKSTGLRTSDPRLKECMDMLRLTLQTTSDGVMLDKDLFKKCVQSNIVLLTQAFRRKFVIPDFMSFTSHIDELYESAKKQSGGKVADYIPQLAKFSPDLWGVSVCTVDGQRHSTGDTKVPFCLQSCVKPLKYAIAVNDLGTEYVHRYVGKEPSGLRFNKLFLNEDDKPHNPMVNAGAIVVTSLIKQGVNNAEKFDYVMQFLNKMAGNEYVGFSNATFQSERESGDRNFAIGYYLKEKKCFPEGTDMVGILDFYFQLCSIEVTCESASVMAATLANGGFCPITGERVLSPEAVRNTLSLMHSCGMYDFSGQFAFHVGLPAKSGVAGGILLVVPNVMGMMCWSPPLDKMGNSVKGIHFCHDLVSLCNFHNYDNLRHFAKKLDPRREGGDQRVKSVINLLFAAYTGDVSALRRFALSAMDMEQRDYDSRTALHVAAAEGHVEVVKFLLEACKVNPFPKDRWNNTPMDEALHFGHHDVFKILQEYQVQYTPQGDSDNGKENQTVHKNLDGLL
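Assay buffer: 45 mM KH2PO4 pH 8.2, 0.02% Tween-20. hKGA acts on L-glutamine (1 mM solution added); product glutamate is reported by an oxidase/peroxidase Amplex Red coupling, with fluorescence taken at baseline and 30 min.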
TrxR1 inh = blocks rat thioredoxin reductase 1. O89049. recombinant rTrxR1, NADPH fluorescence consumption, selenite substrate. Potency, µM (series often up to 114 µM), for inactives: at the highest dose activity change, negative = inhibition, most hits filed as inhibitors. 390,000 compounds, 1% hits; also: potency is read from the fitted curve at half-maximal effect; % is scaled to controls: 0 for no effect and ±100 for the full control effect; nearly all actives have a fitted effect of over 65% in size
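Rat TrxR1 (90 nM in the dispensed reagent) was pre-reduced with 400 uM NADPH for 5 min at room temperature, then incubated with compound for 15 min. After 400 uM selenite was added, NADPH fluorescence (Ex 340/Em 450 nm) was followed for 8 min.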
Pin1 inhibitor = blocks the human prolyl isomerase Pin1; Q13526; Pin1 FP peptide displacement, HiFluor488, 10 min; Potency, µM (titrated, usually from 115 µM), without a hit: top-dose activity, negative = inhibition, actives largely listed as inhibitors; 390,000 compounds, 0.009% hits; AID 504891; active = well fitted inhibition curve with a large enough effect in the polarisation, with a control signal flat, not every such curve was filed as active; inconclusive = small, poorly fitted or top-dose-only effect, or effect the other way, or a change in a side signal; inactive = no such curve, though single readings can be large or run the other way; the % refers to the polarisation; also: potency is read from the fitted curve at half-maximal effect; % is scaled to controls: 0 for no effect and ±100 for the full control effect
Target sequence (Q13526 whole entry, looked up): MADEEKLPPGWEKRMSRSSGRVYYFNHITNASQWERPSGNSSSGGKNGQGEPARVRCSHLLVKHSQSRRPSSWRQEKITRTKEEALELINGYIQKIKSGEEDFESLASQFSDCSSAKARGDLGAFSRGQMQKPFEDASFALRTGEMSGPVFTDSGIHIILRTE
PI4K2A inh = inhibitors of human PI4K2A; Q9BTU6; purified PI4K2A, ADP-Glo luminescence, 1 h; active compounds read low; activity change, negative = inhibition, % at 76.9 µM; 420,000 compounds, 0.13% hits; AID 1346378; in the data active = activity change below about -50%; inconclusive = mostly about -30% to -49%;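 also: -100% = wells without enzyme as full effect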
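Compounds are screened against recombinant PI4K2A using PI as substrate and ATP, the latter dispensed at 300 microM. Reactions run one hour at ambient temperature before ADP-Glo detection; full inhibition defined by wells lacking enzyme.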
HP1b binding inh = HP1-beta chromodomain-methylated histone interaction inhibition; AlphaScreen HP1-beta / biotin-H3K9me3 peptide binding; Potency, µM (highest dose often 114 µM), without a hit: at the highest dose activity change, negative = inhibition, usual class: inhibitors; 390,000 compounds, 0.56% hits; also: potency is read from the fitted curve at half-maximal effect; nearly all actives have a fitted effect of over 70% in size; inactives centre near 23
Target sequence (P83916 whole entry, looked up): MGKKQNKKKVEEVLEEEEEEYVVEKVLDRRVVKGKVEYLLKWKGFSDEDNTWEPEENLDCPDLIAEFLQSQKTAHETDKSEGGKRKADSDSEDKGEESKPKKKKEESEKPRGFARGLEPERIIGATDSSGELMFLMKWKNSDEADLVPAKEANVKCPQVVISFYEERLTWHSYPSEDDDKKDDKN
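HP1-beta protein (50 nM final) preincubated 30 min at room temperature with biotinylated H3(1-18)K9me3 peptide (50 nM) in PBS pH 7.4, 0.01% Tween-20, then compound added for 30 min. AlphaScreen streptavidin donor/nickel chelate acceptor beads (10 ug/mL final), 30 min dark, luminescence read.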
Tb PGK inh = T. brucei PGK inhibition; Potency, µM (highest dose often 57.5 µM), for inactives: at the top dose activity change, negative = inhibition, hits mostly inhibitors; PGK/GAPDH coupled, Kinase-Glo luminescence, 60 min; 380,000 compounds, 0.043% hits; also: potency is read from the fitted curve at half-maximal effect; % is scaled to controls: 0 for no effect and ±100 for the full control effect; nearly all actives have a fitted effect of over 60% in size
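Recombinant glycosomal PGK reaction used 1,3-bisphosphoglycerate generated in-well by GAPDH (100nM final) in 100mM TEA pH 7.6, 5mM MgCl2, 0.01% Tween-20. After 60 minutes at room temperature, ATP was read by Kinase-Glo Plus luminescence end-point.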
USP1-UAF1 inh = inhibitors of human USP1/UAF1 deubiquitinase; 390,000 compounds, 0.23% hits; AID 743255; Potency, µM (doses to about 57.1 µM), inactives show top-dose activity change, negative = inhibition, actives largely listed as inhibitors; recombinant USP1/UAF1, Ub-Rhodamine cleavage fluorescence; also: potency is read from the fitted curve at half-maximal effect; % is scaled to controls: 0 for no effect and ±100 for the full control effect; nearly all actives have a fitted effect of over 60% in size; inactives centre near -12
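USP1/UAF1 complex (1 nM) preincubated 15 min at room temperature with compound, then Ub-Rho substrate (150 nM final) added. Kinetic fluorescence at 480/540 nm over 6 reads at 60 s intervals; 50 mM HEPES pH 7.8, 0.5 mM EDTA, 0.1 mg/ml BSA, 1 mM TCEP, 0.01% Tween-20.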
TrxR1 substrate = rat thioredoxin reductase 1 substrate activity; purified TrxR1 substrate turnover, NADPH consumption readout; Potency, µM (highest dose often 114 µM), for inactives: top-dose activity change, negative = substrate turnover; 390,000 compounds, 0.01% hits; AID 588456; also: potency is read from the fitted curve at half-maximal effect; % is scaled to controls: 0 for no effect and ±100 for the full control effect; nearly all actives have a fitted effect of over 50% in size
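Rat TrxR1, dispensed at 90 nM, was prereduced with 400 uM NADPH (final) for 5 min at ~22 deg C, then incubated with compound 15 min before 400 uM selenite. A first-read NADPH fluorescence drop versus no-compound background flagged substrates.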
IDH1 R132H inh = blocks human mutant IDH1 R132H enzyme | Potency, µM (series often up to 76.6 µM), inactives show at the highest dose activity change, negative = inhibition, hits mostly inhibitors | IDH1-R132H enzyme, NADPH consumption, diaphorase/resazurin fluorescence | AID 602179 | 390,000 compounds, 0.093% hits | O75874; also: potency is read from the fitted curve at half-maximal effect; % is scaled to controls: 0 for no effect and ±100 for the full control effect; nearly all actives have a fitted effect of over 65% in size
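IDH1-R132H (0.5 ug/mL dispensed) in pH 7.5 Tris buffer was preincubated 30 min with compound, then given a substrate mix of 0.016 mM NADPH and 2 mM alpha-KG for 80 min at room temperature; remaining NADPH was read by diaphorase/resazurin fluorescence.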
An asterisk follows results filed as active; i = inactive; ? = inconclusive; . = not tested or not shown; [ ] = remark or other dose. Unless noted, calls follow the shape of the dose curve; as a rule, active = well fitted curve in the direction sought with a large enough effect; inconclusive = small, poorly fitted or top-dose-only effect, or another doubt; inactive = no such curve, though single readings can be large; an effect the other way counts as inactive or inconclusive. The list is partial (hit frequency here may not be typical).

SMILES	GLS inhibitor	TrxR1 inh	Pin1 inhibitor	PI4K2A inh	HP1b binding inh	Tb PGK inh	USP1-UAF1 inh	TrxR1 substrate	IDH1 R132H inh
Cc1ccc(C(=O)N/N=C/c2c(O)ccc3ccccc23)cn1	12%	13%	?	-5	41%[activator]	i	-19%	9%[0.0914 µM]	0%
COC(=O)/C(=C/c1cccnc1)NC(=O)c1ccccc1	9%	-14%	4%	0	31%[activator]	5%	-12%	-8%	-1%
Cc1cc(N2CCN(C)CC2)nc2ccc(NC(=O)Nc3ccccc3)cc12	13%	34%	0%	-2	-7%	-4%	-36%	54%[activator]	0%
CN(C)CCNC(=O)c1ccc(Cn2c(=O)c3cccn3c3cccnc32)cc1	5%	-1%	-2%	0	58%[activator]	2%	-4%	4%	0%
COc1ccc(NC(=O)C2CCC(=O)N2C(=O)OCc2ccccc2)cc1 (centres undefined)	-3%	23%	5%	-3	46%[activator]	1%	-13%	2%	0%
CCOC(=O)c1nn(-c2cccc(Cl)c2)c2nc(Nc3ccccc3)cc(=O)n12	7%	-10%	41%[activator]	-3	19%	4%	-2%	-3%	6%
Cc1ccc2nc(/C(C#N)=N/O)[nH]c2c1	10%	-10%[57.1 µM]	2%	2	47%[activator]	6%	2%	-5%[57.1 µM]	-4%
Cc1ccc(-n2ncc3c(=O)[nH]cnc32)c(C)c1	-3%	-6%[57.1 µM]	6%	-3	16%	13%	-6%	3%[57.1 µM]	-3%
CCCCc1nc2ccc(S(=O)(=O)O)cc2[nH]1	1%	11%	-1%	-4	34%	-2%	-11%	3%	-10%
O=C(OCc1cccnc1)C1=Cc2ccccc2OC1	-2%	14%[57.1 µM]	0%	-1	49%[activator]	-1%	-10%	-9%	4%
CC(=O)c1c(C)n(C)c2ccc(OC(=O)c3ccco3)cc12	4%	5%	-2%	8	10%	i	0%	-4%[57.1 µM]	7%
CC(C)NC(=O)c1onc(CSc2ccc(F)cc2)c1C(=O)NC(C)C	0%	10%[57.1 µM]	?	-1	39%[activator]	-7%	-25%	3%[57.1 µM]	-13%
Cc1nc(-c2ccc(C(=O)Nc3ccccc3F)cc2)cs1	13%	5%[57.1 µM]	-3%	-60*	-7%	?	-14%	6%[57.1 µM]	-13%
O=C(Nc1ccccc1C(=O)O)c1ccc(N2C(=O)C3CC=CCC3C2=O)cc1 (centres undefined)	6%	6%[57.1 µM]	-2%	5	0%	-7%	-20%	12%[57.1 µM]	9%
O=C(N/N=C/c1ccc(OC(F)F)cc1OC(F)F)c1cccc(S(=O)(=O)N2CCOCC2)c1	4%	24%[57.1 µM]	4%	0	17%	7%	-9%	7%[57.1 µM]	2%
CCN(CC)CCNC(=O)C(=O)NCC1OCCN1S(=O)(=O)c1ccc([N+](=O)[O-])cc1 (centres undefined)	1%	-11%	9%	-1	21%	0%	-21%	-10%	1%
Cc1ccc(CN2CC(C(=O)N3CCN(S(=O)(=O)c4ccc(C(C)C)cc4)CC3)CC2=O)cc1 (centres undefined)	-2%	4%	-14%	-2	19%	4%	-8%	-4%	1%
COc1cccc(-n2c(C)nnc2SCC(=O)Nc2ccccc2N2CCOCC2)c1	15%	-1%	-1%	5	14%	0%	-11%	-5%	1%
CC1(C)C2CC=C(/C=N/NC(=S)NCCc3ccccc3)C1C2 (centres undefined)	-24%	22%[57.1 µM]	2%	4	22%	-5%	-19%	-13%	5%
CCCN(CC(=O)Nc1ccc(F)c(F)c1F)C(=O)Cn1c(=O)cnc2ccccc21	7%	-7%	12%	-5	7%	-5%	-19%	9%	11%
OCCCNc1nc(-c2ccc(Cl)cc2)nnc1-c1ccc(Br)cc1	6%	-5%	-3%	-2	7%	1%	-9%	-14%	4%
CCOc1ccc(CCNCc2c(C(=O)O)c(C)n(Cc3ccccc3F)c2C)cc1	-5%	1%	-2%	-1	-4%	i	-12%	3%	-13%
CC(=O)c1cccc(NC(=O)C2CCN(S(=O)(=O)c3ccc4c(c3)CCCN4C(C)=O)CC2)c1	0%	18%[57.1 µM]	1%	0	17%[57 µM]	-5%	-12%	2%[57.1 µM]	4%
Cc1onc(-c2c(Cl)cccc2Cl)c1C(=O)Nc1ccc2c(c1)OCO2	-1%	15%	3%	0	28%	.	-9%	6%	1%
C=CCn1c(=S)[nH]c2cc(C(=O)Nc3ccc(F)cc3)ccc2c1=O	2%	8%[57.1 µM]	1%	-2	27%	-5%	0%	5%[0.0914 µM]	9%
Next section:
SMILES	GLS inhibitor	TrxR1 inh	Pin1 inhibitor	PI4K2A inh	HP1b binding inh	Tb PGK inh	USP1-UAF1 inh	TrxR1 substrate	IDH1 R132H inh
Cc1nc(N2CCOCC2)nc2c1CCCC2	19%	-4%[57.1 µM]	-2%	10	24%	7%	6%	27%[57.1 µM]	0%
CC1(C)CC(=O)C2=C(C1)N=c1s/c(=C/c3ccc(F)c(F)c3)c(=O)n1C2c1ccc(F)cc1 (centres undefined)	-3%	26%	-7%	-14	-2%	-2%	-5%	11%	-4%
CS(=O)(=O)Nc1ccc(C(=O)NC2CCCCC2)cc1	2%	25%[57.1 µM]	-1%	-7	36%	-6%	-1%	7%[57.1 µM]	3%
COc1ccc(NC(=O)Nc2ccc(OCC(=O)N3CCOCC3)cc2)cc1OC	33%[activator]	11%	3%	-3	16%	3%	-9%	6%	2%
Cc1nc(-c2cccc(Br)c2)ccc1C(=O)O	-4%	18%[57.1 µM]	0%	-21	32%	-7%	-6%	-5%	4%
O=C(O)c1ccc(CNC(=O)c2ccccc2NC(=O)c2cccc([N+](=O)[O-])c2)cc1	3%	-9%[57.1 µM]	-1%	2	24%	3%	-8%	-4%[57.1 µM]	-3%
CC1(C)CC(NC(=O)c2ccc(Br)o2)CC(C)(C)N1	17%	6%	-8%	-2	4%	-1%	-1%	-5%	-12%
CC(C)(C)NC(=O)Cn1c(=O)c(=O)n(Cc2ccccc2)c2ccc(Cl)cc21	0%	11%	1%	6	-7%	1%	-15%	16%	2%
CC(=O)n1cc([C@@H]2C=C(C(=O)N3CCN(C)CC3)O[C@H](OCc3ccc(CO)cc3)C2)c2ccccc21	0%	?	1%	-4	35%	-3%	-15%	-2%	-6%
O=C(O)Cc1ccc(Oc2ncc(C(F)(F)F)cc2Cl)cc1	1%	27%[57.1 µM]	4%	3	32%	-2%	-3%	11%[57.1 µM]	0%
COc1ccccc1OCC(=O)Nc1cc2c(cc1C(=O)O)OCCCO2	-21%	41%[activator][57.1 µM]	-5%	-2	48%[activator]	5%	-14%	14%[57.1 µM]	2%
Cc1cccc(N(CC(=O)NC(C)(C)C)C(=O)CNC(=O)c2cccs2)c1	-17%	11%	-7%	3	16%	-10%	-16%	1%	-1%
CC(C)Cn1c(N)c(C(=O)COC(=O)c2c(O)c(Cl)cc(Cl)c2Cl)c(=O)n(C)c1=O	12%	11%	?	1	21%	9%	-4%	1%	3%
O=C1O/C(=C/C(=O)N2CCOCC2)c2ccccc21	12%	-6%	0%	-16	30%	0%	-26%	-4%	-2%
Cc1c(Br)cc(C(=O)N2CCCCCC2)c(C)c1C	4%	-4%	2%	-3	58%[activator]	7%	-9%	-1%	5%
COc1ccc(/C=C(\NC(=O)c2ccc(OC)cc2)C(=O)NC(CCSC)C(=O)O)cc1 (centres undefined)	13%	16%[57.1 µM]	-5%	0	4%	-7%	-19%	16%[57.1 µM]	-2%
O=C(Cn1nnc(-c2ccccc2)n1)NNC(=O)c1ccco1	2%	8%[57.1 µM]	-6%	0	16%	-4%	-2%	-11%	5%
CC(C)(O)C#Cc1ccccc1C(=O)NC(CC(N)=O)C(=O)O (centres undefined)	6%	16%[57.1 µM]	-1%	3	20%	-3%	-11%	9%[57.1 µM]	-3%
O=C1CC(C(=O)O)S/C(=N\NC(=O)c2ccccc2)N1 (centres undefined)	41%[activator]	12%[57.1 µM]	-7%	1	11%	-11%	-18%	12%[57.1 µM]	0%
Cc1nc(S(=O)(=O)N2CCN(C3c4ccccc4-c4ccccc43)CC2)cn1C	13%	1%	-3%	6	20%	-8%	-20%	2%	4%
Cc1cccc(NC(=O)COC(=O)c2ccc3nc(C)c(C)nc3c2)c1	1%	7%	1%	1	18%	-1%	-1%	-1%	4%
Nc1ccc(C(=O)NNC(=O)C2COc3ccccc3O2)cc1[N+](=O)[O-] (centres undefined)	-2%	-6%[57.1 µM]	?	2	34%[activator]	3%	1%	2%[57.1 µM]	-3%
CCC1(CC)Cc2ccccc2-c2nc(NCCO)[nH]c(=O)c21	2%	24%	0%	-1	27%	-7%	-11%	284%[activator]	5%
Cc1ccc2c(c1)[C@@H]1[C@H](CO2)[C@H](c2ccccc2)[C@@]2(C)C(=O)N[C@H](C)C(=O)N12	0%	6%[57.1 µM]	-4%	-1	23%	-11%	-24%	7%[57.1 µM]	-12%
C/C=C/c1ccc(OCCCNCC(C)O)c(OC)c1 (centres undefined)	0%	-15%	0%	-7	25%	-8%	-25%	4%	12%
CCN(CC)Cc1ccc(NC(=O)c2sc3cc(Cl)ccc3c2Cl)cc1	12%	17%[57.1 µM]	2%	2	-9%	4%	-3%	13%[57.1 µM]	-1%
